AddAB inh: growth inhibition of E. coli expressing H. pylori AddAB, primary screen, AddAB inhibitor project, absorbance; inhibition, % at 11.9 µM; actives 0.29% (n = 330,000); AID 435030, 2010; in the data active = inhibition above about 12%;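 note: 0% = vehicle wells of infected cells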
E coli growth: E. coli V3065 growth inhibition, primary screen, counter-screen for AddAB inhibitor project, absorbance, OD600; inhibition, % at 11.9 µM; actives 0.27% (n = 330,000); 18 h;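 active = inhibition above the campaign's mean inhibition across all tested compounds plus 3 SD, cut at about 9.9% in these data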;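 note: uninfected addAB+ strain grown without phage in ampicillin broth; 0% = DMSO wells and 100% = ciprofloxacin 0.95 µg/ml wells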
phage Ecoli inh: growth loss of phage-infected E. coli, primary screen, RecBCD inhibitor project, absorbance, with phage, HTS; inhibition, % at 11.9 µM; actives 0.26% (n = 360,000); AID 651602, 2012; in the data active = inhibition above about 11%
HTR5A ag ctr: HTR5A agonists in luminescence cell assay, primary screen, counter-screen for OPRM1-OPRD1 heterodimer agonist project, full-deck HTS; 5-hydroxytryptamine receptor 5A (Homo sapiens), P47898; cell-based; activation, % at 9.3 µM; actives 0.61% (n = 340,000); AID 504692, 2011; in the data active = activation mostly above about 9.5%, no sharp cut-off; inactive = mostly below about 7.6%;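 note: 0% = cells with vehicle only and 100% = reference agonist; strong numbers were not always called active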
Tat export inh: E. coli Tat export inhibitors, primary screen, MC4100, TorA-mCherry reporter, fluorescence, single point. inhibition, % at 10 µM. actives 0.036% (n = 340,000). AID 488895, 2010;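 active = mean replicate inhibition at least 50% and at least half of replicates individually reaching 50%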;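 note: exported cargo escapes ClpAP degradation while cytoplasmic cargo is degraded and loses fluorescence; 0% = median of neutral control wells and 100% = median of NaSCN control wells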
Mot1-301 SUMO: yeast Mot1-301 growth rescue at high temperature, primary screen, SUMOylation pathway inhibitor project, S. cerevisiae, ATP luminescence, 38.5C; growth rescue, % at 18.8 µM; S. cerevisiae Mot1-301 growth rescue; percent above DMSO median, 100 means doubled; actives 1% (n = 320,000);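 active = every valid replicate shows activation above 250% relative to neutral control wells; inactive = the rest, any valid replicate at or below 250%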;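 note: OY570 slx delta 5 strain wells were the positive control but not used for scaling; some compounds called inactive have numbers as strong as hits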
HTR5A inv ctr: HTR5A inverse agonists in luminescence cell assay, primary screen, counter-screen for OPRM1-OPRD1 heterodimer inverse agonist project, full-deck HTS | 5-hydroxytryptamine receptor 5A (Homo sapiens), P47898 | inhibition, % at 9.3 µM | actives 0.083% (n = 340,000) | HTR5A cell line, inverse agonism; in the data active = inhibition mostly above about 23%, no sharp cut-off; inactive = mostly below about 18%;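 note: 0% = cells with DMSO and 100% = no-cell wells with DMSO; some compounds called inactive have numbers as strong as hits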
CDK5 p35 inh: inhibitors of human CDK5/p35 kinase, primary screen, biochemical, single concentration. actives 0.01% (n = 330,000). Recombinant CDK5/p35, ADP-Glo luminescence, 60 min. inhibition, % at 10 µM. Cyclin-dependent kinase 5 (Homo sapiens) + Cyclin-dependent kinase 5 activator 1 (Homo …;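 active = highest replicate inhibition of at least 50% and at least 75% of replicates reaching 50%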;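 note: plate controls were DMSO neutral control for no effect and GW8510 at 10 µM for full effect; many of its hits are not listed in these tables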
PKA-R1A act: activators of PKA-R1A holoenzyme, primary screen, biochemical, fluorescence polarization, Cy5-IP20, bovine R1A, mouse PKAc. cAMP-dependent protein kinase type I-alpha regulatory subunit (Bos taurus) + …. PKA-R1A dissociation; scaled: DMSO 0%, 113 µM cGMP 100%. activation, % at 11.4 µM. actives 0.083% (n = 340,000). AID 504707, 2011;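 active = percent activation above the mean of all tested compounds plus 3 SD, cut at about 19% in these data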;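 note: higher means more PKAc released from R1A so a rise in polarization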
PKA-R2B activ: activators of PKA-R2B holoenzyme, primary screen, biochemical, fluorescence polarization, Cy5-IP20, human; cAMP-dependent protein kinase catalytic subunit beta (Homo sapiens) + cAMP-dependent …; PKA-R2B holoenzyme dissociation; R2B truncated from residue 108, S112A mutant; 0% DMSO only, 100% 113 µM cGMP; activation, % at 11.4 µM; actives 0.079% (n = 340,000); AID 504700, 2011;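 active = activation above a cutoff set at the mean over all compounds plus 3 SD, cut at about 18% in these data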;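 note: higher means more holoenzyme dissociation and a rise in polarization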
Target sequence (P31323 whole entry, looked up, other chains not shown, the tested form may be a part): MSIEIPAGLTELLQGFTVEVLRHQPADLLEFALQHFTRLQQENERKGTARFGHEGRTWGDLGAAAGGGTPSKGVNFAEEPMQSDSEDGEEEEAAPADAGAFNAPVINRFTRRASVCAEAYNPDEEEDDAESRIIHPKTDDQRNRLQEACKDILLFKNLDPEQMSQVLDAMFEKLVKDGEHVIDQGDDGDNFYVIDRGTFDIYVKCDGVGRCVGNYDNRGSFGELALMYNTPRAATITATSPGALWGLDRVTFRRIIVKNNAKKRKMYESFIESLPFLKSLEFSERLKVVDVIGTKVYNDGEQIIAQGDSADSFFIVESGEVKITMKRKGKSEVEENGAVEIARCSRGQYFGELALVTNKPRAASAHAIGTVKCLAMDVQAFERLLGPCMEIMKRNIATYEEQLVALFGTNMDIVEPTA
DAGLB inh: DAGLB lipase inhibitors, primary screen, biochemical, fluorescence, HTS; Diacylglycerol lipase-beta (Homo sapiens), Q8NCG7; HEK293T DAGLB membrane lysate, EnzChek fluorogenic substrate; inhibition, % at 5.17 µM; actives 0.059% (n = 340,000); in the data active = inhibition above about 34%;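 note: 0% = enzyme with vehicle and 100% = wells lacking enzyme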
Target sequence (Q8NCG7 whole entry, looked up): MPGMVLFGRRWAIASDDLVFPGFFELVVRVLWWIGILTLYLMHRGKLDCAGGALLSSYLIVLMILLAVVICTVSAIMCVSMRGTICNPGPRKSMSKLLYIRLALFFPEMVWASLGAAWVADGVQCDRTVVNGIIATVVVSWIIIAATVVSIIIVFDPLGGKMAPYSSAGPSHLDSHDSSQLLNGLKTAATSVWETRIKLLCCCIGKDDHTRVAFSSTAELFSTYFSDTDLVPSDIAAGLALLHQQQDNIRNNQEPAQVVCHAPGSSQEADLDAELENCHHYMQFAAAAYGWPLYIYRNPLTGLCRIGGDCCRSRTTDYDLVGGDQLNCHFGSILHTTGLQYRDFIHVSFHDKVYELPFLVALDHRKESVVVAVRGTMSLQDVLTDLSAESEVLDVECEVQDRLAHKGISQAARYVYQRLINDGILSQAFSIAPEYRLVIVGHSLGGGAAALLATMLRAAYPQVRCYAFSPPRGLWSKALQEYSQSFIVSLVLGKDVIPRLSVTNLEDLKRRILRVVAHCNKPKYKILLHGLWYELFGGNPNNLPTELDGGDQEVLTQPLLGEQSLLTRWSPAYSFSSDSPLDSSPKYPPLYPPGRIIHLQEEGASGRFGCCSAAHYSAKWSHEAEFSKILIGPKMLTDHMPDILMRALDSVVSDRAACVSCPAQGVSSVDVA
The depositor's hits bear a star; x = not tested or not shown; & = joins results of further samples. No enrichment for hits (roughly 2.3% active in at least one column).

SMILES | AddAB inh | E coli growth | phage Ecoli inh | HTR5A ag ctr | Tat export inh | Mot1-301 SUMO | HTR5A inv ctr | CDK5 p35 inh | PKA-R1A act | PKA-R2B activ | DAGLB inh
O=C(Cn1cnc2ccccc21)c1ccc(Br)cc1 | -0.3 | 3.2 | 0.9 | -5 | -9 | 49 | 12 | -0.5 | -6 | -3 | 1
Cc1sc(NC(=O)c2cccc([N+](=O)[O-])c2)c(C(N)=O)c1-c1ccc(C(C)(C)C)cc1 | 2.3 | 0.5 | 2.9 | 0 | 5 | 1 | 15 | 1.1 | 4 | 3 | -1
CCn1ncc(C(=O)Nc2ccc(F)cc2)c1C | 0.3 | -0.2 | 3.8 | 8 | -3 | 19 | -2 | 1.5 | -5 | -1 | 0
CCOc1cc(C(=S)N2CCCCC2)ccc1OS(=O)(=O)c1ccc(Cl)cc1 | 4.4 | -1.4 | 0.9 | 5 | 19 | 534 | -5 | -2.8 | -16 | -15 | -7
COc1ccc(C2CC(c3cccs3)=NN2C(=O)CSc2nc3c(cnn3-c3ccccc3)c(=O)[nH]2)cc1 (stereo not drawn) | 1.1 | -1.3 | 0.4 | 3 | 3 | -9 | -8 | 2.6 | -2 | 1 | 1
CC1(C)CC(=O)C/C(=N\NC(=O)C2C3CCCCC32)C1 (stereo not drawn) | 2.2 | 0.3 | 5.2 | 1 | -1 | -16 | -2 | 0.5 | 15 | -4 | 0
Cc1cccc2c1NC(C)CC2C (stereo not drawn) | 1.9 | -0.6 | 1.8 | 0 | 6 | -11 | -13 | -0.2 | 2 | -2 | -1
COc1ccccc1OCCn1cc(/C=C(\C#N)C(=O)NCc2cccs2)c2ccccc21 | 0.0 | -1.8 | -0.3 | -3 | -9 | -19 | 25 | 0.9 | -8 | 2 | -1
C/C(CC(=O)Nc1ccccn1)=N\NC(=O)c1ccc([N+](=O)[O-])cc1Cl | -1.0 | -2.0 | -0.2 | 7 | 8 | -18 | -19 | -0.9 | 8 | 0 | 5
CCN(C[C@H]1N[C@@](Cc2ccccc2)(C(=O)OC)[C@H]2C(=O)N(Cc3ccccc3)C(=O)[C@@H]12)C(=O)Nc1ccc(F)cc1 | 1.0 | -1.1 | 1.7 | 2 | 9 | x | -9 | 1.8 | -10 | -2 | 0
CCCN1C(=O)c2cc(C(=O)Nc3ccccc3CC)ccc2C1O (stereo not drawn) | 2.5 | 1.8 | 2.4 | 5 | -4 | 5 | -14 | -0.5 | 7 | -3 | -1
COc1ccc(C2=CC(=O)C[C@H](c3ccc(OC)c(OC)c3)C2)cc1 | 1.5 | 0.8 | 1.5 | 6 | 10 | 4 | -12 | -1.4 | 3 | -2 | -3
COC(=O)c1ccccc1NC(=O)Cn1cnc2c(cnn2-c2ccccc2)c1=O | 1.3 | -0.5 | x | 1 | -4 | -14 | 2 | 1.4 | -4 | -1 | -1
CCN1C(=O)S/C(=C/c2ccsc2)C1=O | 2.5 | -1.3 | 0.6 | 2 | -3 | -4 | -36 | -0.7 | -6 | -5 | -2
COc1ccccc1C=NNC(=O)c1ccccc1OCCOc1ccccc1 | -0.3 | -1.2 | 5.0 | -3 | -2 | -7 | 19 | -6.0 | -6 | -5 | -2
Cc1ccc(-c2nc(C3CCN(S(=O)(=O)c4ccc(C(F)(F)F)cc4)CC3)no2)cc1 | 3.6 | 1.6 | -0.4 | -4 | 1 | 3 | 6 | 0.4 | 2 | 3 | -7
Cc1onc(-c2ccccc2)c1C(=O)OCC(=O)N(C)c1ccccc1 | -1.7 | 2.0 | -0.5 | -1 | 1 | -16 | 5 | -0.7 | 8 | 1 | 3
CCCn1c(SCC(=O)c2ccc(OC)c(OC)c2)nc2c1c(=O)n(C)c(=O)n2C | 1.7 | -0.7 | 0.8 | 2 | 0 | 21 | -4 | -1.9 | -9 | -7 | 3
Cc1csc(NC(=O)Cc2ccccc2Cl)n1 | 1.7 | 0.2 | 0.9 | -3 | -5 | 58 | 17 | -3.1 | 14 | 4 | -2
COCc1nnc(NC(=O)c2ccc(Cl)cc2[N+](=O)[O-])s1 | 3.0 | -0.8 | 2.0 | 2 | -4 | -8 | -27 | 0.3 | 4 | -4 | 5
N#CCCn1cc(/C=N/NC(N)=S)c(-c2ccc(Br)cc2)n1 | 0.2 | 1.4 | 1.0 | -4 | -4 | 6 | 29 | 0.7 | -3 | -9 | -1
O=C(Nc1ncc(S(=O)(=O)c2ccc([N+](=O)[O-])cc2)s1)c1ccc2ccccc2c1 | 3.1 | 2.9 | 1.9 | -2 | -2 | -4 | 8 | -1.5 | -4 | 4 | 0
C=CCNC(=O)c1ccccc1NS(=O)(=O)c1ccccc1 | 3.0 | -0.9 | 2.7 | 4 | 2 | -10 | 4 | 1.1 | 5 | -7 | -2
Cc1ccc(C(CC(=O)NCc2ccco2)c2ccc(OC(C)C)cc2)cc1 (stereo not drawn) | -0.7 | -2.7 | 3.6 | 5 | 10&6 | 37 | 12 | -0.1 | -1 | -6 | -14
C=CCSc1nc(Oc2ccccc2)c2sccc2n1 | 3.3 | 1.6 | 1.6 | 3 | 2 | 11 | -8 | 0.0 | 6 | -6 | -13

An excerpt from above, reduced to Mot1-301 SUMO, DAGLB inh and phage Ecoli inh:
smiles	Mot1-301 SUMO	DAGLB inh	phage Ecoli inh
Cc1onc(-c2ccccc2)c1C(=O)OCC(=O)N(C)c1ccccc1	-16	3	-0.5
CCCn1c(SCC(=O)c2ccc(OC)c(OC)c2)nc2c1c(=O)n(C)c(=O)n2C	21	3	0.8

Reprinted at random: 5 compounds from above, in no set order.
SMILES | AddAB inh | E coli growth | phage Ecoli inh | HTR5A ag ctr | Tat export inh | Mot1-301 SUMO | HTR5A inv ctr | CDK5 p35 inh | PKA-R1A act | PKA-R2B activ | DAGLB inh
Cc1onc(-c2ccccc2)c1C(=O)OCC(=O)N(C)c1ccccc1 | -1.7 | 2.0 | -0.5 | -1 | 1 | -16 | 5 | -0.7 | 8 | 1 | 3
Cc1ccc(C(CC(=O)NCc2ccco2)c2ccc(OC(C)C)cc2)cc1 (stereo not drawn) | -0.7 | -2.7 | 3.6 | 5 | 10&6 | 37 | 12 | -0.1 | -1 | -6 | -14
CCCN1C(=O)c2cc(C(=O)Nc3ccccc3CC)ccc2C1O (stereo not drawn) | 2.5 | 1.8 | 2.4 | 5 | -4 | 5 | -14 | -0.5 | 7 | -3 | -1
COc1ccc(C2CC(c3cccs3)=NN2C(=O)CSc2nc3c(cnn3-c3ccccc3)c(=O)[nH]2)cc1 (stereo not drawn) | 1.1 | -1.3 | 0.4 | 3 | 3 | -9 | -8 | 2.6 | -2 | 1 | 1
COc1ccccc1C=NNC(=O)c1ccccc1OCCOc1ccccc1 | -0.3 | -1.2 | 5.0 | -3 | -2 | -7 | 19 | -6.0 | -6 | -5 | -2

Next structures
SMILES | AddAB inh | E coli growth | phage Ecoli inh | HTR5A ag ctr | Tat export inh | Mot1-301 SUMO | HTR5A inv ctr | CDK5 p35 inh | PKA-R1A act | PKA-R2B activ | DAGLB inh
Cc1cccc(N(CC(=O)Nc2ccc(F)cc2)S(C)(=O)=O)c1 | -1.5 | 0.2 | 0.0 | 3 | 0 | -23 | 8 | 5.7 | -17 | -5 | -2
O=C(N/C=N/OCc1ccc(Cl)cc1Cl)NOCc1ncc(C(F)(F)F)cc1Cl | 4.3 | 2.4 | 1.7 | 8 | 25 | -11 | -6 | 1.8 | -13 | -7 | -5
O=C(N/N=C/c1ccc(F)cc1)c1ccc(Br)cc1 | 3.3 | 0.7 | 4.1 | 2 | -10 | -6 | 13 | 0.0 | 12 | 2 | -3
CCOC(=O)/C=c1\s/c(=C\c2ccccc2C)c(=O)n1CC(=O)NCc1ccc2c(c1)OCO2 | 1.6 | -2.1 | 2.0 | 0 | -2 | 8 | -6 | x | 0 | -3 | 8
COc1ccc(CC(=O)Nc2cccnc2)cc1 | 0.8 | 1.2 | 1.5 | -2 | 13 | -9 | 5 | -0.2 | -9 | 4 | 0
COc1ccc(OC)c(S(=O)(=O)Nc2cccc(C(C)=O)c2)c1 | 1.3 | -3.0 | 1.9 | -2 | 5 | 0 | 2 | 2.4 | -1 | -2 | 0
O=C(Nc1nnc(C2=COCCO2)o1)c1ccc(Cc2ccccc2)cc1 | -3.7 | -7.5 | -2.2 | 0 | 5 | 1 | 0 | 1.5 | 5 | 0 | 5
CCn1c(CC(=O)Nc2ccccc2)nnc1SCc1nc2ccccc2c(=O)[nH]1 | -1.9 | 1.0 | 2.6 | -3 | -5 | -23 | 7 | 0.8 | -2 | -6 | 0
Cc1nn(C)c(C)c1S(=O)(=O)N(CC(=O)N1CCc2ccccc2C1)c1ccc(C(C)C)cc1 | -2.0 | -0.9 | 2.5 | 3 | 9 | 14 | -8 | -1.2 | 7 | -9 | 2
OC(COc1ccc(OCC(O)CN2CCCCCC2)cc1)CN1CCCCCC1 (stereo not drawn) | 3.3 | 0.7 | x | -3 | -2 | 4 | -17 | -0.6 | -4 | 4 | 0
CCOc1ccccc1NC(=O)CCc1nnc2ccc(N3CCC(C)CC3)nn12 | 2.4 | -2.2 | 3.8 | 3 | 1 | -6 | 7 | 0.0 | 4 | 13 | -1
COc1ccc(C(CNS(=O)(=O)c2ccccc2)N2CCN(C)CC2)cc1 (stereo not drawn) | 1.5 | 0.5 | 0.2 | 6 | 16 | 13 | -18 | 2.8 | -6 | -7 | 0
Cc1c(C(=O)Nc2ccc(Nc3ccccc3)cc2)cccc1[N+](=O)[O-] | -1.2 | 0.8 | 2.1 | -2 | 7 | -4 | -20 | 2.0 | -5 | 3 | 0
O=C(CN1C(=O)NC(Cc2c[nH]c3ccccc23)C1=O)Nc1cccc(S(=O)(=O)N2CCCCCC2)c1 (stereo not drawn) | 1.7 | -2.6 | 0.7 | 1 | 1 | 28 | -14 | -2.5 | -3 | -4 | 3
COCCNCC(=O)NCC12CC3CC(CC(C3)C1)C2 | 3.4 | 0.3 | 1.1 | 1 | -1 | -3 | -3 | -0.4 | 3 | -2 | -1
Cc1ccc(S(=O)(=O)CCC(=O)Nc2ccccc2C)cc1 | 1.9 | -0.7 | 3.4 | 1 | -2 | 3 | -5 | -1.5 | -8 | 3 | 0
CCOC(=O)c1c(-c2ccc(F)cc2)cn2ccccc12 | 2.4 | -3.4 | -0.3 | 6 | -1 | 0 | -15 | -4.3 | -10 | -5 | -3
CCOc1ccc(-n2c(-c3ccco3)n[nH]c2=S)cc1 | 1.9 | -2.3 | 0.6 | 2 | -2 | -7 | 29 | 0.3 | -3 | -12 | -2
